# Screens deposited in PubChem BioAssay by several laboratories.
# CF NFkB block: blocks PAF-induced NF-kB reporter in cystic fibrosis cells; KKLEB NF-kB-GFP reporter, GFP fluorescence overnight; inhibition, % at 5 µM; 360,000 tested, 0.86% active; AID 588850;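 active means at least 50% inhibition at 5 µM, scaled per plate between neutral and stimulator controls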;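 further: PAF is a Pseudomonas aeruginosa culture filtrate used as stimulus; plate controls were PAF-stimulated DMSO wells for no effect and unstimulated DMSO wells for full effect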
# PDI inh: PDI (human) enzyme inhibition; P07237; inhibition, % at 10 µM; 350,000 tested, 0.052% active; AID 588391; PDI insulin aggregation turbidity, A650, 90 min;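 active means mean inhibition across replicates of 30% or more, whatever share of single replicates reach that level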;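 further: absorbance from insulin aggregation driven by PDI reduction with DTT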
# Target sequence (P07237 whole entry, looked up): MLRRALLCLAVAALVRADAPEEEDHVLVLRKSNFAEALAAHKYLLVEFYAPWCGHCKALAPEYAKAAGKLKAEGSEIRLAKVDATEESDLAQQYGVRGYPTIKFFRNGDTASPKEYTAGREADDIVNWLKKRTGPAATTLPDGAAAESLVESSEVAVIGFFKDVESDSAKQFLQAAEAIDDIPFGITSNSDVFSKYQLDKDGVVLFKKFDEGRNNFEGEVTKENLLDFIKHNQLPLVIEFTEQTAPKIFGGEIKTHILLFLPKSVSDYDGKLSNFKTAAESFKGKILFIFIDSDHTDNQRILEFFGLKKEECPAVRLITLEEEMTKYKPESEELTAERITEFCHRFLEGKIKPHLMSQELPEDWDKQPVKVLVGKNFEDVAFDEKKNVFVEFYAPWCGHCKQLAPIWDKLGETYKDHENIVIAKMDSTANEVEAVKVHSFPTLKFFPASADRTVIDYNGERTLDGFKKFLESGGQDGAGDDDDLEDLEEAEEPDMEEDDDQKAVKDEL
# NR2E3 ag-1: activates human NR2E3 receptor | Q9Y5X4 | CHO-S Gal4-NCOR/VP16-NR2E3 two-hybrid, luciferase | inhibition of corepressor binding, % at 3.98 µM | 360,000 tested, 0.35% active | AID 602229;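 active means inhibition above the mean of all tested compounds plus 3 SD, cut at about 70% in these data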;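 further: 0% = DMSO with NR2E3 transfected cells and 100% = cells lacking NR2E3 construct; higher means lower luciferase signal from less NR2E3 corepressor binding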
# Target sequence (Q9Y5X4 whole entry, looked up, the tested form may be a part): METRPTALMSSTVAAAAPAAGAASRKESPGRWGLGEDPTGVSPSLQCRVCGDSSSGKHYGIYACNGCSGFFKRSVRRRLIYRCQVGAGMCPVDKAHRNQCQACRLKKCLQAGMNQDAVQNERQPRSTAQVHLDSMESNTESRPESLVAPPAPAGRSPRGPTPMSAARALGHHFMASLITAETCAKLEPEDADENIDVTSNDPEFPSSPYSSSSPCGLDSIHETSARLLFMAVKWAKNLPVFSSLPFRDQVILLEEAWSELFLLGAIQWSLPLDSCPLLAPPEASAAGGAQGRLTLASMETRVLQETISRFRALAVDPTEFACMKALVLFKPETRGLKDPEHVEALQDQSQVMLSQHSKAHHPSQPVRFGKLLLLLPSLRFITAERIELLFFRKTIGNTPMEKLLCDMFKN
# Vif imaging: blocks HIV Vif function; HEK293T cells, Vif self-association by quenched fluorescence, imaging, 24 h; inhibition, % at 7.49 µM; 340,000 tested, 0.35% active; AID 602346; in the data active means inhibition above about 50%, passing the limit was not always enough; further: some results filed as inactive read as strong as hits
# KKLEB tox: CF airway cell cytotoxicity counter-screen | activity change (cytotoxicity), % at 5 µM | 360,000 tested, 0.36% active | AID 602141 | KKLEB CF airway cells viability, ATPlite luminescence, overnight; active compounds read low; cells stimulated with P. aeruginosa culture filtrate;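 active means corrected activity change at or below -50% at 5 µM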
# HIF-2a inh: blocks HIF-2a reporter activity; 360,000 tested, 0.72% active; inhibition, % at 18.8 µM; AID 624352; 786-0 RCC cells HIF-2a reporter, luciferase luminescence, overnight;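 active means inhibition of the luminescence signal of 40% or more relative to plate controls, in a single-dose primary screen at 18.75 µM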
# CaV13 ICDI inh: Disruptors of the CACNA1D IQ motif to Ca2+-dependent inactivation inhibitor domain association, primary screening, Förster resonance energy transfer in intact living …; AID 743397; 340,000 tested, 0.098% active; HEK cells, CFP/YFP FRET ICDI-IQ, plate reader, 10 min; percent FRET-ratio fall versus neutral wells; inhibition, % at 12.3 µM;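 active means mean replicate inhibition of at least 30% and at least 1% of replicates passing that level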;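 further: 0% = median of the neutral control wells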
# MITF TRPM1 inh: MITF TRPM1 promoter inhibition in SK-MEL-5 cells. 330,000 tested, 0.83% active. inhibition, % at 12.5 µM. SK-MEL-5 TRPM1 promoter luciferase, 24 h;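 active means mean inhibition across replicates of 60% or more, whatever share of single replicates reaches that level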; further: values of inactives mirror those of a sister screen read the other way
# Shn3 inh set2: Schnurri-3 reporter inhibition in Clone20 osteoblasts | inhibition, % at 12.5 µM | Clone20 osteoblast Shn3 3'UTR firefly luciferase, 24 h | 360,000 tested, 0.52% active | AID 588674;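 active means mean inhibition of at least 75% with every replicate also reaching 75%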;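 further: 0% = median of neutral control wells and 100% = pilot-screen positive control compound; some compounds past the cut are filed as inactive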
# NR2E3 ag-2: activates human photoreceptor nuclear receptor NR2E3 | Q9Y5X4 | GST-NR2E3/biotin-RetCOR TR-FRET, 1536-well | inhibition of corepressor binding, % at 4.78 µM | 320,000 tested, 0.12% active | AID 2300;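 active means percent inhibition above the cutoff of mean plus 3 SD of all tested compounds, set per screening campaign, cut at about 20% in these data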;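 further: 0% = DMSO wells and 100% = biotin wells as full block of FRET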
#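 Material: NR2E3–RetCOR corepressor complex | Quantity: 1.35 nM GST-tagged NR2E3 final | Schedule: 5 h at 4 °C | Replication: Singlicate compound wells | Reagent: RetCOR corepressor, biotinylated, 7 nM | Controls: Biotin wells as high control, 0.6% DMSO wells as low control | Signal: TR-FRET, Eu(K)-anti-GST donor, streptavidin-D2 acceptor, ex 340, em 617/671 nm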
# Peg3 promoter: inhibitors of Peg3 promoter; HeLa PEG-Prom luciferase reporter, luminescence, overnight; inhibition, % at 20 µM; 360,000 tested, 1.7% active; AID 588405;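 active means inhibition of at least 50% at 20 µM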
# Numbers without * were called inactive; . = no result given.
SMILES,CF NFkB block,PDI inh,NR2E3 ag-1,Vif imaging,KKLEB tox,HIF-2a inh,CaV13 ICDI inh,MITF TRPM1 inh,Shn3 inh set2,NR2E3 ag-2,Peg3 promoter
Cc1ccc(C(=O)NNC(=O)C2CCN(S(=O)(=O)c3ccc(Cl)cc3)CC2)cc1,9,18,12,1,5,12,-2,3,-15,-1,4
Cc1ccc(C)c(NNC(=O)C(=O)NNc2cc(C)ccc2C)c1,3,-6,18,5,4,12,-5,.,0,-1,22
Oc1cccc(/C=N\Nc2nncc(-c3ccccc3)n2)c1,-11,2,-62,-11,10,-286,-3,-69,-46,0,-228
CCOc1ccccc1CN1CCN(Cc2cc3ccccc3[nH]2)CC1CCO (configuration not stated),0,-1,5,11,-10,5,3,6,10,3,9
N#CC1=C(N)N(c2ccccc2)C(c2ccccc2)C1(C#N)C#N (configuration not stated),6,-6,17,-5,-11,13,.,5,5,-2,28
Cc1sc2c(c1C)c(=O)n(-c1ccc(F)cc1)c(=O)n2CC(=O)NCc1ccco1,12,5,2,16,-2,23,.,0,-3,.,32
CCCNC(=O)NC1CCCCCCC1,2,4,-34,8,-12,11,-6,-3,-10,-2,12
CCOC(=O)c1cnn(-c2ccccn2)c1N,-22,14,-97,5,-4,-224,0,-101,-38,7,-310
CCCCN(C=O)c1c(CC)nc2ccc(C(=O)N(CC)CCN(C)C)cn12,28,11,-42,3,-6,1,-19,.,-22,.,10
Cc1cc(N2CCN(C)CC2)nc2ccc(NC(=S)NCCCN3CCN(C)CC3)cc12,1,6,1,1,-5,14,-10,-6,8,3,-3
NC(=O)CC(NC(=O)Cc1ccc(Br)cc1)c1ccc(NCCN2CCOCC2)c([N+](=O)[O-])c1 (configuration not stated),6,-3,-7,3,-9,8,-6,-7,-11,1,12
CCN(CC)c1ncnc2c1ncn2[C@H]1CN(Cc2ccc(-c3ccccc3)cc2)C[C@@H](CO)O1,11,-7,-4,-18,-14,20,-10,.,7,.,28
C/C(=N\Nc1ccc(F)cc1)c1ccncc1,-14,11,-7,1,-1,-39,-9,-3,-10,3,-20
CSc1ccccc1NC(=O)COC(=O)CSc1ccc(C)cc1,-12,-1,9,1,2,-2,-2,-3,-5,-4,13
CC(C)Cn1c(O)c(N=NC(=O)c2cccc(S(=O)(=O)N3CCCCC3)c2)c2ccccc21,24,-3,-16,6,-14,35,-9,-7,26,-2,30
Cc1ccc(S(=O)(=O)N(C)c2ccc(C(=O)NCc3cccnc3)cc2)cc1,-1,3,26,-3,8,-1,-5,10,8,-1,12
Cc1cccc(NC(=O)c2cccc(S(=O)(=O)N(C)c3ccccc3)c2)n1,28,9,-13,-23,-1,-128,-14,-11,-24,2,-107
CSc1nc(N)nc(SCC(=O)c2ccc(C)cc2)c1C#N,-17,-10,-21,4,-7,-84,-12,-49,-17,47*,-78
Nc1nc(NCCO)nc(N2CCCCCC2)c1[N+](=O)[O-],9,1,-12,-12,0,7,-3,4,28,-2,15
CC(Oc1cccc2c1OC(C)(C)C2)C(=O)O (configuration not stated),-2,-14,-19,.,0,-4,-1,-66,-10,-1,-8
CCN(CCCNC(=O)CCn1c(=O)[nH]c2ccsc2c1=O)c1ccccc1,-5,-3,-15,.,6,7,-2,-1,5,-4,3
CCCCOc1ccc(N(CC(=O)NCc2ccco2)C(=O)CCC(=O)Nc2nccs2)cc1,-4,1,6,-3,3,6,-4,4,7,0,10
CCOc1cc(CNc2ccc3cn[nH]c3c2)ccc1OC,-55,1,-42,-11,-9,-6,.,3,6,4,-3
CCSC1=NC(C)(C)C=C(/C=C/c2ccc(Cl)cc2Cl)N1,8,14,33,-15,-11,30,0,16,-34,2,30
Cc1cccc(-c2nc(S(=O)(=O)c3ccccc3)c(N3CCOCC3)o2)c1,12,-7,-14,26,-1,17,-3,-2,11,4,15
Cc1cc(C)c(S(=O)(=O)c2ccccc2Cl)c(=O)[nH]1,12,-25,-14,-12,4,12,-3,5,4,-1,5
Cc1cccc(C(=O)N[C@H](C(=O)Nc2nnc(C3CC3)s2)C(C)C)c1,8,5,15,22,0,25,-5,-15,-5,-4,6
Cc1cc2occ(CC(=O)O)c2cc1C,0,-2,-36,3,0,3,-1,6,10,-3,6
CCOC(CNC(=O)c1nnc(Cc2cc(OC)c(OC)c(OC)c2)o1)OCC,5,1,17,-7,-2,0,-6,4,23,1,13
COc1cccc(-c2cnc3c(NC=O)cc(-c4ccc(N5CCN(C)CC5)cc4)cn23)c1,-14,-11,-72,.,-2,-88,-8,.,4,.,-1
O=C(c1ccc(F)cc1)N1CCC(C(=O)N2CCN(S(=O)(=O)c3cccc([N+](=O)[O-])c3)CC2)CC1,-7,12,-13,.,10,9,-4,7,-1,-1,13
COc1ccccc1C(=O)NCCC(=O)Nc1cccnc1,-29,-14,-28,4,-9,13,-6,-2,3,0,8
COC(=O)Cn1nc(-c2ccccc2)c2ccccc2c1=O,-1,7,-1,-4,-1,4,.,4,3,1,4
Cc1ccc2[nH]c3nc(N/N=C/c4cccc(O)c4)nnc3c2c1,4,-5,-10,14,16,10,-20,8,7,5,2
CCOC(=O)C1CCN(Cc2ccccc2C(F)(F)F)CC1,14,-4,-9,.,-18,1,-9,5,1,0,6
CSCCC(NC(=O)C12CC3CC(CC(C3)C1)C2)C(=O)OCC(=O)c1ccccc1 (configuration not stated),-7,14,3,-5,11,7,-4,0,-3,-1,3
CC(=O)Nc1c(C)ccc2nsnc12,4,2,-8,0,3,19,-6,-3,-23,1,-12
COCC(=O)Nc1ccc2c(c1)[C@@H]1C[C@H](CC(=O)OC)O[C@@H](CO)[C@@H]1O2,-13,-13,-1,4,-7,-4,.,.,5,.,10
C=CCNC(=O)c1onc(CSc2ccc(OC)cc2)c1C(=O)O,12,1,9,-4,-9,12,-10,0,4,0,-3
O=C(N[C@@H](CO)C(=O)NCc1ccccc1)c1ccc(C(F)(F)F)cc1,3,-6,-3,.,-7,3,-6,-12,-6,3,15

# Three entries already listed, arranged by the number in MITF TRPM1 inh, highest first:
compound	CF NFkB block	PDI inh	NR2E3 ag-1	Vif imaging	HIF-2a inh	CaV13 ICDI inh	MITF TRPM1 inh	Shn3 inh set2	NR2E3 ag-2	Peg3 promoter
O=C(c1ccc(F)cc1)N1CCC(C(=O)N2CCN(S(=O)(=O)c3cccc([N+](=O)[O-])c3)CC2)CC1	-7	12	-13	.	9	-4	7	-1	-1	13
Cc1cccc(-c2nc(S(=O)(=O)c3ccccc3)c(N3CCOCC3)o2)c1	12	-7	-14	26	17	-3	-2	11	4	15
Cc1cccc(NC(=O)c2cccc(S(=O)(=O)N(C)c3ccccc3)c2)n1	28	9	-13	-23	-128	-14	-11	-24	2	-107

# Remaining list, next part
SMILES,CF NFkB block,PDI inh,NR2E3 ag-1,Vif imaging,KKLEB tox,HIF-2a inh,CaV13 ICDI inh,MITF TRPM1 inh,Shn3 inh set2,NR2E3 ag-2,Peg3 promoter
C[C@@H]1CCCCO[C@@H](CN(C)S(=O)(=O)c2cn(C)cn2)[C@@H](C)CN([C@H](C)CO)C(=O)c2cc(NC(=O)Nc3ccc(C(F)(F)F)cc3)ccc2O1,3,7,-12,2,13,11,-4,.,-11,.,-4
CCN1CCN(CC(=O)c2cc(OC)c(OC)c(OC)c2)CC1,6,1,-14,8,5,0,-6,13,-21,-2,8
CN1CCN(Cc2c(C(=O)N/N=C/c3cccc(Br)c3)nnn2-c2nonc2N)CC1,-28,4,12,5,-10,8,-7,77*,-1,3,41
Cc1cc(/C=C2\SC(N)=NC2=O)c(C)n1-c1ccccc1,2,1,-75,-6,-19,-262,-5,-38,-84,-2,-292
CNc1oc(-c2ccco2)nc1C#N,9,1,-44,-1,8,-2,.,-7,-13,2,3
O=C(/C=C/Nc1ccccc1)c1ccc(Cl)cc1Cl,-26,-6,-162,1,-16,-218,-3,-65,-111,1,-237
CCc1c(C(=O)N/N=C/c2sccc2C)nnn1-c1nonc1N,-6,-6,-2,-1,-5,-56,-2,-29,-42,3,-48
Cc1nc(NC(CC(C)C)C(=O)O)c2nc(C)oc2n1 (configuration not stated),9,-4,-16,5,-11,0,-6,-6,15,1,17
CC(=O)c1c(C)c[nH]c1C,8,17,-23,-2,1,13,.,-1,3,3,6
O=C(O)c1ccc(COc2ccccc2Cl)cc1,-1,19,-73,-2,-4,-129,-8,-22,-4,5,-90
CN(C)/N=C/c1ccc(OS(=O)(=O)c2ccccc2)cc1,-13,7,-32,-3,13,-235,-5,-31,-93,-3,-258
Cc1cccc(NC(=O)Nc2ccc(Cl)c(Cl)c2)n1,10,1,-11,-7,-6,-37,-4,16,16,-3,-45
COc1ccc(-n2cc(CNCCCn3ccnc3)c(-c3cccc(F)c3)n2)cc1,20,-10,13,2,-24,-15,2,-4,1,1,-2
Cn1c(NC(=O)c2cccc(Cn3cc(Cl)cn3)c2)nc2ccccc21,-21,-6,-121,2,24,-104,-8,-2,-27,1,-107

# Full records, quoted from the list.
# CNc1oc(-c2ccco2)nc1C#N as listed: CF NFkB block: 9; PDI inh: 1; NR2E3 ag-1: -44; Vif imaging: -1; KKLEB tox: 8; HIF-2a inh: -2; CaV13 ICDI inh: .; MITF TRPM1 inh: -7; Shn3 inh set2: -13; NR2E3 ag-2: 2; Peg3 promoter: 3
# CC(=O)c1c(C)c[nH]c1C as listed: CF NFkB block: 8; PDI inh: 17; NR2E3 ag-1: -23; Vif imaging: -2; KKLEB tox: 1; HIF-2a inh: 13; CaV13 ICDI inh: .; MITF TRPM1 inh: -1; Shn3 inh set2: 3; NR2E3 ag-2: 3; Peg3 promoter: 6
# C[C@@H]1CCCCO[C@@H](CN(C)S(=O)(=O)c2cn(C)cn2)[C@@H](C)CN([C@H](C)CO)C(=O)c2cc(NC(=O)Nc3ccc(C(F)(F)F)cc3)ccc2O1 as listed: CF NFkB block: 3; PDI inh: 7; NR2E3 ag-1: -12; Vif imaging: 2; KKLEB tox: 13; HIF-2a inh: 11; CaV13 ICDI inh: -4; MITF TRPM1 inh: .; Shn3 inh set2: -11; NR2E3 ag-2: .; Peg3 promoter: -4

# Some of the entries so far, bar-delimited:
molecule | CF NFkB block | PDI inh | NR2E3 ag-1 | Vif imaging | KKLEB tox | HIF-2a inh | CaV13 ICDI inh | MITF TRPM1 inh | Shn3 inh set2 | NR2E3 ag-2 | Peg3 promoter
CN(C)/N=C/c1ccc(OS(=O)(=O)c2ccccc2)cc1 | -13 | 7 | -32 | -3 | 13 | -235 | -5 | -31 | -93 | -3 | -258
Cc1cccc(NC(=O)Nc2ccc(Cl)c(Cl)c2)n1 | 10 | 1 | -11 | -7 | -6 | -37 | -4 | 16 | 16 | -3 | -45
COc1ccc(-n2cc(CNCCCn3ccnc3)c(-c3cccc(F)c3)n2)cc1 | 20 | -10 | 13 | 2 | -24 | -15 | 2 | -4 | 1 | 1 | -2
